From PubChem
LmPK inh = qHTS Assay for Inhibitors of Leishmania Mexicana Pyruvate Kinase (LmPK). Q27686. purified LmPK, Kinase-Glo ATP luminescence, 1 h. Potency, µM (top dose mostly 57.5 µM), without a hit: top-dose activity change, negative = inhibition, hits mostly inhibitors. 290,000 compounds, 0.37% hits. AID 1721, 2009; also: potency is read from the fitted curve at half-maximal effect; % is scaled to controls: 0 for no effect and ±100 for the full control effect
Target sequence (Q27686 whole entry, looked up): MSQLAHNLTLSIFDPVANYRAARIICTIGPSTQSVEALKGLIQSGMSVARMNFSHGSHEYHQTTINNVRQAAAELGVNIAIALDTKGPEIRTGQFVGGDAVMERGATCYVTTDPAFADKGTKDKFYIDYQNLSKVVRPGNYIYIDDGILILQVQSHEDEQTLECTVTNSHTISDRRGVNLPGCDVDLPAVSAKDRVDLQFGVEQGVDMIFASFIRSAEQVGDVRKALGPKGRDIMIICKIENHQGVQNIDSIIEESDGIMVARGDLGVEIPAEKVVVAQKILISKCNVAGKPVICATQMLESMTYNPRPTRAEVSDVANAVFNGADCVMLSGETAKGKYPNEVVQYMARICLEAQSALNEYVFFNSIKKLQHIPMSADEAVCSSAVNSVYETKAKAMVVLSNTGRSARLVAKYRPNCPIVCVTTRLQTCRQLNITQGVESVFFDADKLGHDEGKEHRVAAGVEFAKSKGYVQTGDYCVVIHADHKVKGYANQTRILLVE
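ATP generated from ADP (0.1 mM) and PEP (0.5 mM) by 0.1 nM LmPK over 1 h at room temperature (pH 7.2 imidazole buffer) was detected by coupled luciferase luminescence. Values were normalized to uninhibited and no-enzyme wells.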
AMA1-RON2 inh = qHTS for Inhibitors of AMA1-RON; Towards Development of Antimalarial Drug Lead: Primary Screen; Plasmodium falciparum AMA1 (3D7) - RON2 peptide interaction; AlphaScreen AMA1-biotinylated RON2 peptide binding; Potency, µM (highest dose often 58.2 µM), for the others: at the top dose activity change, negative = inhibition, hits mostly inhibitors; 360,000 compounds, 0.2% hits; AID 720542, 2013;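 also: potency is read from the fitted curve at half-maximal effect; 0% = vehicle wells and -100% = peptide control; nearly all actives have a fitted effect of over 45% in size; some results filed as inactive show a strong effect at the top dose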
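AMA1 (3D7) with his tag at 25 nM final met compounds first, then biotinylated RON2 peptide at 25 nM; detection used donor plus acceptor beads, 10 µg/mL apiece, read by AlphaScreen after 30 min at room temperature.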
Tb PYK inh = qHTS of Trypanosoma Brucei Inhibitors; TbPYK enzyme, Kinase-Glo Plus ATP luminescence, 45 min; 410,000 compounds, 0.12% hits; pyruvate kinase (Trypanosoma brucei), Q57TT1; Potency, µM (doses to about 76.8 µM), inactives show at the top dose activity, negative = inhibition, most hits filed as inhibitors; AID 624173, 2012; also: potency is read from the fitted curve at half-maximal effect; % is scaled to controls: 0 for no effect and ±100 for the full control effect; nearly all actives have a fitted effect of over 50% in size
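Assay buffer: 50 mM TEA pH 7.2, 100 mM KCl, 10 mM MgCl2, 0.05% BSA, 0.01% Tween-20. Pyruvate kinase from T. brucei plus substrate met compound, then ADP (130 uM final). Luminescence was read post 45 min RT.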
Shiga inhibitor = A qHTS for Small Molecule Inhibitors of Shiga Toxin | inhibition, % at 38.7 µM | 290,000 compounds, 9.2% hits | AID 2315, 2010 | Vero cells, Shiga toxin protein synthesis inhibition reporter; in the data active = inhibition mostly above about 28%, no sharp cut-off; inactive = mostly below about 43%; also: 0% is about no effect
CHX counter = Cycloheximide Counterscreen for Small Molecule Inhibitors of Shiga Toxin. cell reporter, cycloheximide protein synthesis inhibition counterscreen. max response, %. 300,000 compounds, 12% hits; in the data active = max response mostly above about 13%, no sharp cut-off; inactive = mostly below about 14%; also: read at 38.3 µM for the half of the compounds with a filed dose; 0% is about no effect
Pf growth 96h = Primary qHTS for delayed death inhibitors of the malarial parasite plastid, 96 hour incubation; P. falciparum luciferase reporter growth, 96 h; Potency, µM (titrated, usually from 28.7 µM), for inactives: at the highest dose activity change, negative = inhibition, most hits filed as inhibitors; 320,000 compounds, 6.9% hits; AID 504834, 2011; also: potency is read from the fitted curve at half-maximal effect; % is scaled to controls: 0 for no effect and ±100 for the full control effect
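Two-generation exposure (96 h) targets delayed-death phenotype. Reporter parasites carrying integrated firefly luciferase, in red cells at 2% hematocrit and 0.05% parasitemia final, kept at 37 C, 5% CO2; luminescence loss indicates inhibition.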
Pf growth 48h = Primary qHTS for delayed death inhibitors of the malarial parasite plastid, 48 hour incubation; AID 504832, 2011; P. falciparum luciferase growth in erythrocytes, 48 h; Potency, µM (top dose mostly 28.7 µM), for the others: at the top dose activity change, negative = inhibition, actives largely listed as inhibitors; 310,000 compounds, 5.9% hits; also: potency is read from the fitted curve at half-maximal effect; % is scaled to controls: 0 for no effect and ±100 for the full control effect
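Firefly luciferase activity from engineered P. falciparum reports growth; inhibitors lower the luminescent signal. Cultures contained 2% hematocrit erythrocytes at 0.1% final parasitemia.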
The depositor's hits bear a star; u = inconclusive; x = no result given; [ ] = another dose, or the depositor's remark. Unless noted, calls follow the shape of the dose curve; as a rule, active = well fitted curve in the direction sought with a large enough effect; inconclusive = small, poorly fitted or top-dose-only effect, or another doubt; inactive = no such curve, though single readings can be large; an effect the other way counts as inactive or inconclusive. Rows were taken by chance; overall some 21% were active at least once.

Results follow in this order: LmPK inh	AMA1-RON2 inh	Tb PYK inh	Shiga inhibitor	CHX counter	Pf growth 96h	Pf growth 48h
> CC(=O)c1ccc(NC(=O)NNS(=O)(=O)c2ccc(F)cc2)cc1
 : -5%	3%	3%	3	11	22%	60%[activator]
> O=C(CC(c1ccccc1)c1ccccc1O)NCc1ccco1 (centres undefined)
 : -1%	-8%	-5%	-18	4	1%	22%
> Cc1cc(C(=O)NNS(=O)(=O)c2ccc(C(C)(C)C)cc2)nn1C(C)(C)C
 : 5%	-6%	-2%	8	-2	-92%	10µM*
> CCc1ccc(N2C(=O)C3C4C=CC(CC4)C3C2=O)cc1 (centres undefined)
 : 6%	-3%	-4%	48*	12	205%[activator]	u
> CNC(=O)COC(=O)c1[nH]c(C)c(C(C)=O)c1C
 : -3%	-5%	1%	-8	9	30%[activator]	19%
> COC(=O)c1ccc(-c2ccco2)n1Cc1cccc(C)c1
 : 6%	u	0%	2	-4	x	u
> CCN(CC)S(=O)(=O)c1cc(NC(=O)CCNC(=O)c2ccco2)ccc1C
 : 6%	0%	-2%	-4	1	6.6µM*	9.3µM*
> COc1ccc(C2C(C(C)=O)=C(Nc3ccccc3)CC(C)(O)C2C(C)=O)cc1OC (centres undefined)
 : -3%	1%	-1%	-2	4	1%	-9%
> C/C(=N\Nc1ccccc1[N+](=O)[O-])c1ccccc1O
 : -5%	u	0%	90*	41*	-14%	165%[activator]
> CCOc1ccc(S(=O)(=O)c2cn(C)c3cc(OC)c(OC)cc3c2=O)cc1
 : 3%	6%	-1%	-3	-6	-12%	-13%
> Cc1nnc(SCC(=O)NCC(=O)Nc2ccc(F)c(F)c2F)n1Cc1ccccc1
 : 2%	2%	0%	-2	5	-2%	-1%
> C/C(Cl)=C/Cn1c(SC(C)C)nc2c1c(=O)[nH]c(=O)n2C
 : 10%	-1%	7%	-22	9	x	-12%
> O=c1n(Cc2ccccc2)nc2n1-c1ccccc1SC2
 : -7%	13%	-1%	49*	28*	8%	u
> COc1ccc(/C=N/NC(=O)c2cccc(NC(=O)c3ccc(Cl)cc3)c2)c(OC)c1
 : 3%	-4%	-11%	31*	12	18%	9%
> COc1ccccc1NC(=O)C1CCN(S(C)(=O)=O)CC1
 : 5%	14%	2%	x	-4	3%	3%
> COc1cccc(C(=O)N2C[C@H]3C[C@@H](C2)c2cccc(=O)n2C3)c1
 : -5%	-4%	-3%	1	-7	u	-13%
> CC(NC(=O)c1ccnn1C)C1CCCO1 (centres undefined)
 : 0%	-9%	2%	6	-2	u	1%
> Cc1ccccc1CN1CCN(S(=O)(=O)c2cccc3nsnc23)CC1
 : -13%	-2%	5%	-26	2	26%	3%
> CNc1nc(SCc2ccccc2)nc(N2CCOCC2)n1
 : 4%	14%	-14%	-10	-3	x	-13%
> Cc1c(-c2ccccc2)oc2c(C(=O)OCCN3CCCCC3)cccc2c1=O
 : x	x	6%[33.2 µM]	x	x	u	-12%[12.8 µM]
> CC1CCCC(n2c(=S)[nH]c3ccccc3c2=O)C1C (centres undefined)
 : 0%	53%[activator]	-17%	-10	-8	u	u
> CC1CCN(CC(=O)N2c3ccccc3CC2C)CC1 (centres undefined)
 : -2%	14%	-2%	-10	-5	0.59µM*	11%
> COc1ccc(S(=O)(=O)C(C#N)c2nc3ccccc3nc2N2CCCCC2)cc1 (centres undefined)
 : -3%	-3%	-8%	15	-2	-19%	u
> O=P(c1cccs1)(c1cccs1)c1cccs1
 : -3%	-10%	-2%	27	-2	x	-17%
> COc1ccc(N2CCN(CCCNC(=O)C(=O)c3c(C)[nH]c4ccccc34)CC2)cc1
 : 8%	u	-7%	0	10	u	5.2µM*
> COCCNC(=O)c1ccccc1N(Cc1ccccc1)S(=O)(=O)c1ccc(C)cc1
 : 1%	-4%	2%	-12	-3	29%	-3%
> COc1ccc(-c2ccn(-c3cccc(F)n3)n2)cc1
 : 7%	32%[activator]	-1%	98*	48*	-43%	-13%
> CC(C)[C@H](N)C(=O)NC[C@H](CC(=O)NC[C@H]1CC[C@H](C(=O)O)CC1)c1ccc(Cl)cc1
 : -6%	3%	-2%	-6	-2	36%[activator]	x
> COc1ccc(OC)c(-n2c(O)c(C=NCCN3CCNCC3)c(=O)[nH]c2=S)c1
 : 2%	132%[activator]	0%	-8	-3	0%	-9%
> CCN1C(=O)[C@H]2[C@@H](c3ccc(-c4ccc(Cl)c(Cl)c4)cc3)N[C@@](Cc3ccccc3)(C(=O)OC)[C@H]2C1=O
 : x	3%	-7%	x	x	u	u

3 entries already listed, sorted by length of the SMILES, highest first.
Results follow in this order: LmPK inh	AMA1-RON2 inh	Tb PYK inh	Shiga inhibitor	CHX counter	Pf growth 96h	Pf growth 48h
> COCCNC(=O)c1ccccc1N(Cc1ccccc1)S(=O)(=O)c1ccc(C)cc1
 : 1%	-4%	2%	-12	-3	29%	-3%
> CCc1ccc(N2C(=O)C3C4C=CC(CC4)C3C2=O)cc1 (centres undefined)
 : 6%	-3%	-4%	48*	12	205%[activator]	u
> O=C(CC(c1ccccc1)c1ccccc1O)NCc1ccco1 (centres undefined)
 : -1%	-8%	-5%	-18	4	1%	22%

The list continues:
Results follow in this order: LmPK inh	AMA1-RON2 inh	Tb PYK inh	Shiga inhibitor	CHX counter	Pf growth 96h	Pf growth 48h
> CCSc1nc2c(c(=O)[nH]c(=O)n2C)n1Cc1ccc(Cl)cc1
 : 1%	3%	-3%	-1	-4	48%[activator]	u
> O=C(CCN1CCN(CCO)CC1)Nc1ccc(C2CCCC2)cc1
 : 3%	0%	1%	-4	2	-3%	-21%
> Cc1ccc2cc(COC(=O)c3ccco3)c(=O)[nH]c2c1
 : 8%	0%	-4%	-17	2	x	4%
> CC(C)NC(=O)COC(=O)/C=C/c1ccco1
 : -1%	5%	1%	3	-1	5%	11%
> Cc1sc(-n2c(C)cc(C=C3C(=O)NC(=O)NC3=O)c2C)c(C#N)c1C
 : -3%	131%[activator]	-5%	7	-1	45%[activator]	-13%
> COC(=O)C(CCSC)NS(=O)(=O)c1ccc(Cl)cc1 (centres undefined)
 : 1%	-4%	3%	-10	-2	u	4%
> CCOCc1nnc(NC(=O)c2cccs2)s1
 : 2%	-1%	-3%	-8	2	x	27%
> CCn1c2ccccc2c2cc(NC(=O)COC(=O)C3CCC(=O)N3)ccc21 (centres undefined)
 : 2%	0%	-1%	21	-1	18%	27%
> O=c1cc(N2CCN(c3cccc(Cl)c3)CC2)[nH]c(=O)n1C1CCCCC1
 : 3%	2%	2%	-17	1	u	-24%
> Cc1cc2nc(-c3ccco3)cc(C(F)(F)F)n2n1
 : 5%	-1%	-5%	-4	1	5%	19%
> CCOC(=O)C(=O)Nc1cc(C(=O)OC)cc(C(=O)OC)c1
 : 2%	-2%	4%	-9	-1	0%	21%
> CCOC(=O)C1(Cc2ccccc2)CCN(Cc2ccc3c(c2)OCCO3)CC1
 : 2%	-1%	-4%	-7	-2	u	u
> COc1ccc(-c2nc(CS(=O)(=O)CC(=O)Nc3cccc(C(C)=O)c3)c(C)o2)cc1
 : -16%	-6%	-2%	-3	-9	80%[activator]	-11%
> CCOC(=O)C1CCCN(C(=O)CNS(=O)(=O)c2ccc(Br)s2)C1 (centres undefined)
 : 2%	-3%	1%	24	-2	u	-16%
> Cn1c(N)c(C(=O)COC(=O)c2ccco2)c(=O)n(C)c1=O
 : 6%	-2%	-1%	4	-4	7%	15%
> COc1cc(/C=C2/SC(=Nc3ccc(O)cc3)NC2=O)cc(OC)c1O
 : -6%	-7%	-4%	32	-5	1.9µM*	3.7µM*
> Cc1cc2c(c(=O)n1CCN(C)C)C(c1ccccc1Br)C(C#N)=C(N)O2 (centres undefined)
 : -6%	4%	1%	1	9	u	u
> COc1ccc(C(=O)NCCc2nnc3ccc(SCC(=O)Nc4ccccc4)nn23)cc1
 : -9%	1%	2%	73*	44*	145%[activator]	189%[activator]
> O=C(c1cc(-c2ccccn2)nc2ccc(Br)cc12)N1CCc2ccccc2C1
 : 4%	x	x	-25	-3	28%	19%
> CCCCCc1ccc(OCCOCCn2c[n+](C)c3ccccc32)c(CCCCC)c1
 : 5%	-9%	-7%	-13	-6	-20%[1.15 µM]	2.9µM*
> COc1cc(/C=C/C(=O)O)cc(S(=O)(=O)N(CC(C)C)CC(C)C)c1OC
 : 1%	2%	3%	4	-2	30%	-16%
> COc1ccccc1S(=O)(=O)Cc1ccc(C(=O)N2CCN(c3ccc(C)cc3)C(C)C2)o1 (centres undefined)
 : 7%	-4%	6%	-5	-2	u	12µM*
> CC(/C=C1\SC(=Nc2cccnc2)NC1=O)=C\c1ccccc1
 : 0%	-6%	-4%	6	-1	-24%	-1%
> Cc1ccc(S(=O)(=O)N2CCCN(S(=O)(=O)c3ccc4c(c3)OCCO4)CC2)cc1
 : 6%	-3%	0%	13	3	46%[activator]	u
> NNc1nnc(NN)c2ccccc12
 : x	x	-2%	-5	12	-15%	16%
> Cc1cc(OCC(=O)NC(Cc2ccc(Cl)cc2)C(=O)O)c2c3c(c(=O)oc2c1)CCCC3 (centres undefined)
 : -5%	-14%	-5%	-4	-1	u	u
> CC1(C)CC(=O)c2sc(NC(=O)c3ccco3)nc2C1
 : -8%	23%	-1%	29	33*	84%[activator]	x
> O=C(Nc1ccc2c(c1)C(=O)N(CC1CCCO1)C2=O)c1cccc(Br)c1 (centres undefined)
 : 6%	7%	x	115*	25*	33%[activator]	x
> Cc1nnc(Nc2ccc(C(=O)N3CCOCC3)cc2)c2ccccc12
 : -20%	9%	3%	17	6	u	5%
> COc1cc(OC)cc(C(=O)N[C@H](C(=O)OCC(=O)Nc2ccc(F)c(F)c2)C(C)C)c1
 : 5%	7%	-10%	2	-2	-7%	-8%
> O=C(c1sc2cc([N+](=O)[O-])ccc2c1Cl)N1CCOCC1
 : -4%	-5%	-6%	-4	1	66%[activator]	23%
> COC(=O)COc1ccc(S(=O)(=O)Nc2ccc(C(N)=O)cc2)cc1Cl
 : 4%	-8%	1%	-14	-3	13%	21%
> CCn1c(C)nnc1SCC(=O)Nc1cccc(Cl)c1
 : 7%	6%	5%	-4	0	u	11%
> O=C(Nc1cc(-c2nn(CC(=O)N3CCCCC3)c(=O)c3ccccc23)ccc1N1CCOCC1)c1ccc(Cl)cc1
 : 0%	-5%	-5%	-5	-2	u	u
> COc1ccc(Nc2ncnc3c2cnn3Cc2ccccc2)cc1OC
 : 1%	0%	-7%	-26	-8	77%[activator]	u
> COC(=O)c1[nH]c2ccccc2c1NC(=O)CCN1CCSCC1
 : 0%	-7%	3%	-9	-7	-9%	6%
> COCCn1c(=S)[nH]c2cc(C(=O)N3CCN(c4ccccc4OC)CC3)ccc2c1=O
 : 0%	20%	-5%	-16	-3	u	u
> O=C(CN1CCN(C(=O)c2ccco2)CC1)Nc1ccccc1-c1ccccc1
 : 2%	-5%	0%	19	-6	-104%	u
> N=C1/C(=C/c2cccs2)C(=O)N=C2SN=C(SCc3ccccc3)N12
 : 0%	63%[activator]	2%	37*	26*	u	4%
